LmPK inhibitor: qHTS Assay for Inhibitors of Leishmania Mexicana Pyruvate Kinase (LmPK); 290,000 compounds, 0.37% hits; purified LmPK, Kinase-Glo ATP luminescence, 1 h; Potency, µM (titrated, usually from 57.5 µM), without a hit: top-dose activity change, negative = inhibition, hits mostly inhibitors; Q27686
Target sequence (Q27686 whole entry, looked up): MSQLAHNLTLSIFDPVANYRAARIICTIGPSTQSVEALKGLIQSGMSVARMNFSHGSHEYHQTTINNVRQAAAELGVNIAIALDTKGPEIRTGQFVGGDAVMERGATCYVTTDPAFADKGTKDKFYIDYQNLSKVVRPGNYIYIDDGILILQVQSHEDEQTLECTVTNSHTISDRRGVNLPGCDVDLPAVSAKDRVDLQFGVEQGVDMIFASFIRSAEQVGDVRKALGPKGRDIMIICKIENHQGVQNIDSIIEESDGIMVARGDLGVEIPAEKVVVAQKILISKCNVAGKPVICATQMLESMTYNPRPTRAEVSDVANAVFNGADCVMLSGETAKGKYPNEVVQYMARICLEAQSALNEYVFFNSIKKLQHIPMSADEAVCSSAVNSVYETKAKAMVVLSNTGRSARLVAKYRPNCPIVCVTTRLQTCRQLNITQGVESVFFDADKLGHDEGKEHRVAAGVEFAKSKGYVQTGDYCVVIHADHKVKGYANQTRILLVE
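0.1 nM LmPK, 0.5 mM PEP, 0.1 mM ADP; 50 mM imidazole pH 7.2, 7 mM MgCl2, 50 mM KCl; 1 h RT. Kinase-Glo luminescence readout, normalized to no-enzyme (full inhibition) and uninhibited wells.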
Pf growth 48h: Primary qHTS for delayed death inhibitors of the malarial parasite plastid, 48 hour incubation. AID 504832, 2011. 310,000 compounds, 5.9% hits. P. falciparum luciferase growth in erythrocytes, 48 h. Potency, µM (highest dose often 28.7 µM), for the others: at the top dose activity change, negative = inhibition, usual class: inhibitors
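Firefly luciferase activity from engineered P. falciparum reports growth; inhibitors lower the luminescent signal. Cultures contained 2% hematocrit erythrocytes at 0.1% final parasitemia.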
Sm TGR inh: qHTS Assay for the Inhibitors of Schistosoma Mansoni Peroxiredoxins; 360,000 compounds, 3% hits; Potency, µM (titrated, usually from 114 µM), for inactives: top-dose activity change, negative = inhibition, actives largely listed as inhibitors; purified TGR, DTNB reduction, TNB absorbance 405 nm; Schistosoma mansoni thioredoxin glutathione reductase (TGR), Q962Y6; also: nearly all actives have a fitted effect of over 60% in size
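Kinetic colorimetric format: TGR-catalysed, NADPH-driven DTNB reduction monitored via TNB absorbance. Enzyme dispensed at 20 nM; compound exposure 15 min at room temperature before reaction start.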
HCV inh: qHTS Assay for Inhibitors of Hepatitis C Virus (HCV). 340,000 compounds, 3.4% hits. Huh7.5.1 HCVcc-Cre infection, luciferase reporter, 44 h. Potency, µM (series often up to 41.8 µM), without a hit: at the top dose activity change, negative = inhibition, most hits filed as inhibitors
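Seed cells (1,000/well) for 4 h; treat with compound and infect with HCVcc-Cre, moi about 0.5. Incubate 44 h, then detect luciferase activity.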
TbPYK inhibitor: qHTS of Trypanosoma Brucei Inhibitors; pyruvate kinase (Trypanosoma brucei), Q57TT1; TbPYK enzyme, Kinase-Glo Plus ATP luminescence, 45 min; Potency, µM (doses to about 76.8 µM), inactives show at the top dose activity, negative = inhibition, actives largely listed as inhibitors; 410,000 compounds, 0.12% hits; AID 624173, 2012; also: nearly all actives have a fitted effect of over 50% in size
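In this concentration-response screen, enzyme-free wells defined baseline while DMSO plates tracked drift. Each reaction combined TbPYK, substrate, compound and 130 uM ADP for 45 min at room temperature. Kinase-Glo Plus luminescence gave the signal.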
Pf growth 96h: Primary qHTS for delayed death inhibitors of the malarial parasite plastid, 96 hour incubation; P. falciparum luciferase reporter growth, 96 h; Potency, µM (doses to about 28.7 µM), for inactives: at the top dose activity change, negative = inhibition, usual class: inhibitors; 320,000 compounds, 6.9% hits
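Compounds incubated with erythrocytes infected by luciferase-expressing P. falciparum (2% hematocrit, 0.05% parasitemia final) for 96 hours, 37 C in 5% CO2. Growth inhibition scored as decreased luciferase luminescence.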
An asterisk follows results filed as active; ? = inconclusive; . = not tested or not shown; [ ] = another dose, or the depositor's remark. Calls follow the shape of the dose curve; as a rule, active = well fitted curve in the direction sought with a large enough effect; inconclusive = small, poorly fitted or top-dose-only effect, or another doubt; inactive = no such curve, though single readings can be large; an effect the other way counts as inactive or inconclusive. % is scaled to controls: 0 for no effect and ±100 for the full control effect; potency is read from the fitted curve at half-maximal effect.

SMILES	LmPK inhibitor	Pf growth 48h	Sm TGR inh	HCV inh	TbPYK inhibitor	Pf growth 96h
COc1ccc(N2CCN(S(=O)(=O)c3c(C)noc3/C=C/N(C)C)CC2)cc1	3.6%	-9.2%	1.0%	-3.2%	-0.7%	?
CC(C)N1CCC(N2CCN(Cc3ccc(Oc4ncccn4)cc3)CC2CCO)CC1 (stereo not given)	0.2%	3.0%	-3.1%	3.5%	-5.5%	4.5%
CCOC(=O)C(C)Oc1ccsc1C(=O)OC (stereo not given)	2.3%	4.8%	15.1%	13.2%	-2.6%	31.3%[activator]
CC(=O)Nc1ccc2c(c1)ncn2-c1ccc(C)cc1	-16.6%	?	.	2.5%	4.5%	2.3%
CC(/C=N/NC(=O)c1ccccc1F)c1ccccc1 (stereo not given)	-2.8%	42.4%[activator]	-6.3%	-1.8%	1.3%	8.7%
COc1ccccc1-n1cnnc1SCC(=O)N1CC(=O)Nc2ccccc21	4.3%	-8.3%	2.9%	8.0%	0.6%	.
Cc1c(Cl)ccc2c(C(N)=O)cc(-c3ccccn3)nc12	8.5%	-3.5%	10.0%	9.0%	-3.2%	-3.9%
CC(OC(=O)c1ccccc1OCc1ccc(Cl)cc1)C(N)=O (stereo not given)	0.7%	0.0%	0.1%	-25.9%	5.1%	15.5%
Cc1cc(=O)[nH]c(SCC(=O)Nc2ccc(F)c([N+](=O)[O-])c2)n1	5.5%	0.4%	11.7%	?	-0.6%	?
CCOc1ccc(NS(=O)(=O)c2ccc(NS(=O)(=O)c3cccs3)cc2)cc1	3.2%	23.6%	2.5%	8.4%	5.6%	21.6%
CCc1ccc(OC(=O)Cc2ccc(OC)c(S(=O)(=O)N3CCOCC3)c2)cc1	.	5.8%	-9.4%	9.9%	4.7%	5.6%
c1ccc(CNc2nc(-c3ccccn3)nc3ccccc23)cc1	0.7%	1.47µM*	10.1%	3.16µM*	10.8%	0.657µM*
COc1ccc(F)c(CN2CCC(CO)(Cc3cccc(C(F)(F)F)c3)CC2)c1	5.6%	?	1.2%	3.0%	-0.6%	13.1%
O=C(N/N=C/C=C\c1ccccc1)c1cnccn1	3.0%	8.0%	-5.1%	3.5%	5.5%	85.7%[activator]
CN(C)C(=O)Oc1c(Cl)cc(Cl)c2ccccc12	2.5%	.	8.5%	-7.9%	-11.3%	-29.3%
Nc1nnc(SCC(=O)Nc2ccccc2N2CCOCC2)s1	3.6%	7.9%	4.9%	-0.9%	-4.3%	72.4%[activator]
COC(=O)C1=C(C)N(Cc2ccccc2)C(=O)N[C@H]1c1cccc(C(F)(F)F)c1	-4.1%[11.5 µM]	?	-0.7%	0.398µM*	-1.7%	?
CCOC(=O)C1CCN(C(=O)c2cc3c(C)cc(C)cc3[nH]2)CC1	9.4%	-19.9%	1.3%	4.7%	-10.3%	39.8%[activator]
COc1ccccc1OCc1ccc(C(=O)NCC2CCCO2)o1 (stereo not given)	-3.6%	.	-15.7%	15.4%	2.2%	-31.2%
Cc1noc(C)c1S(=O)(=O)N1CCC(C(N)=O)CC1	-3.5%	45.0%[activator]	-23.7%	19.6%	4.4%	33.6%[activator]
C=CCn1c(COc2ccccc2)nnc1SCc1ccc(C#N)cc1	0.1%	-9.7%	-7.0%	10.8%	-1.2%	0.928µM*
COC(=O)NNC(=O)COc1cc(C)c(Br)cc1C(C)C	1.5%	7.3%	-0.4%	-5.9%	-5.4%	-8.9%
COc1ccc(/C=C(\C#N)C(=O)NCc2cccs2)cc1OC	0.3%	-4.7%	2.4%	20.6%	2.1%	?
C/C(=N\Nc1cccc([N+](=O)[O-])c1)c1ccccc1O	3.2%	98.0%[activator]	5.5%	?	-5.7%	101.3%[activator]
Cc1cccn2c(=O)c3cc(C#N)c(=NC(=O)c4cccs4)n(CCCOC(C)C)c3nc12	3.7%	1.65µM*	-24.2%	?	0.8%	1.85µM*
Cc1ccccc1OCC(=O)N/N=C/C=C/c1ccccc1	2.0%	-0.3%	2.3%	16.3%	3.2%	?
O=C(C1=C[C@@H](c2ccc3c(c2)OCO3)C[C@@H](OCCCCO)O1)N1CCN(Cc2ccc3c(c2)OCO3)CC1	8.5%	?	-34.2%	0.562µM*	-1.0%	10.4µM*
CN(Cc1ccc(F)cc1)C(=O)c1cccc(S(=O)(=O)NCc2ccccc2)c1	.	?	1.7%	?	2.9%	-4.3%
Cc1c(NC(=O)NC(C)N2C(=O)C3C4C=CC(C4)C3C2=O)c(=O)n(-c2ccccc2)n1C (stereo not given)	1.8%	22.3%	-3.8%	14.5%	4.6%	11.9%
N#CCCn1cc(C(=O)CN2C(=O)C(=O)N(C3CCCC3)C2=O)c2ccccc21	.	?	-10.2%	-0.7%	0.1%	-21.1%
c1ccc(CSc2nnc(-c3sccc3-n3cccc3)o2)cc1	-0.5%	41.1%[activator]	-29.8%	?	-5.3%	22.5%
CCOC(=O)C1(Cc2cccc(F)c2)CCN(C(=O)c2cscn2)CC1	2.7%	-3.2%	71.6%[activator]	3.0%	-2.6%	?
COc1ccc(NC(=O)Oc2cc(C)ccc2C(C)C)cc1	2.8%	-16.5%	4.1%	?	-10.3%	19.4%
O=[N+]([O-])c1ccccc1-c1ccc(CN2CCN(c3ccccc3)CC2)o1	-0.1%	16.2%	?	-12.2%	-10.6%	?
O=C(O)c1nn(CCOc2cccc(Br)c2)c(=O)c2ccccc12	-3.4%	2.7%	0.7%	-15.9%	-3.0%	27.6%
Cc1cc(C)n(-c2nc(SCC(=O)NCC3CCCO3)c3c4c(sc3n2)CCCC4)n1 (stereo not given)	0.8%	11.7µM*	0.0%	.	.	4.15µM*
Cc1ccccc1NC(=O)Cc1nc(CCl)cs1	-0.4%	?	-23.7%	19.0%	0.4%	?
O=S(=O)(c1cccs1)N1CN(Cc2ccccc2)c2nc3ccccc3nc21	4.6%	?	5.3%	-13.4%	-2.8%	?
Cc1nc(-c2cccc(S(=O)(=O)N3CCCCC3)c2)cs1	3.0%	14.8%	4.9%	0.4%	-3.6%	-8.4%
CCOC(=O)N1CCN(S(=O)(=O)c2c(C)nc3scc(C)n3c2=O)CC1	-2.6%	?	1.2%	?	2.3%	13.4%
Cc1ccccc1N(CC(=O)NCC1CCCO1)C(=O)C1(C)CC(=O)N=C2C=CC=CN21 (stereo not given)	2.4%	-10.1%	-8.8%	2.8%	-3.9%	.
O=C(/C=C/c1ccccc1F)N1CCN(c2ccccn2)CC1	-7.9%	?	-12.8%	5.7%	-1.3%	-20.0%
CN(C)c1ccc(S(=O)(=O)NCC(=O)OCC(=O)c2ccc[nH]2)cc1[N+](=O)[O-]	.	-6.6%	-5.9%	5.4%	-1.8%	-23.6%
Cc1cccc2c1-c1sc(C(=O)NCCCN3CCC(C)CC3)cc1CO2	-4.0%	?	1.4%	5.01µM*	-0.7%	?
O=[N+]([O-])c1ccc(N2N=C(c3ccco3)CC2c2ccccc2)cc1 (stereo not given)	-7.0%	?	0.0%	-5.8%	-5.6%	?
Cc1cccc(NC(=O)/C(C#N)=C/c2cccc([N+](=O)[O-])c2)n1	-0.2%	33.8%[activator]	-7.6%	4.5%	-1.8%	-20.9%
CCN(CC(=O)NCCCn1ccnc1)S(=O)(=O)c1ccc(C)cc1	-2.0%	16.1%	-2.1%	11.7%	-1.3%	?
COc1ccc(C(C)=O)cc1CSc1nnc(Nc2ccccc2)s1	0.1%	?	-22.8%	?	-0.2%	6.57µM*
CCC(C)NC(=O)c1ccc(COc2ccccc2Cl)cc1 (stereo not given)	2.9%	?	-13.1%	?	4.2%	.
Cn1cc(C(=O)O)c(-c2ccc3c(c2)OCCCO3)n1	-0.2%	20.8%	1.1%	9.0%	-3.8%	32.3%[activator]
O=C1NC2(CCCCCC2)N=C1c1ccc(F)cc1	-3.3%	.	22.6%	-6.7%	-1.6%	.
CC(=O)N1CCN(S(=O)(=O)c2ccc3c(c2)OCCO3)CC1	.	2.2%	-5.5%	-9.8%	3.5%	3.1%
CC1CCCCN1C(=O)COC(=O)CNC(=O)c1ccc(Cl)cc1Cl (stereo not given)	.	4.8%	-1.4%	4.6%	-0.2%	6.6%
CC(C)(C)CN1CCNC(=O)C1CC(=O)NCCN1CCCc2ccccc21 (stereo not given)	7.3%	-17.8%	-31.7%	16.2%	-6.6%	83.3%[activator]
C#CCOc1ccc(Br)cc1/C=N/O	7.0%	.	-13.1%	?	-1.7%	11.6%
Cc1cc(C(=O)NC2CCCc3ccccc32)c(C)o1 (stereo not given)	1.7%	-6.6%	-33.0%	-19.3%	1.3%	.

Compounds listed so far that contain fluorine (eight):
SMILES	LmPK inhibitor	Pf growth 48h	Sm TGR inh	HCV inh	TbPYK inhibitor	Pf growth 96h
CC(/C=N/NC(=O)c1ccccc1F)c1ccccc1 (stereo not given)	-2.8%	42.4%[activator]	-6.3%	-1.8%	1.3%	8.7%
Cc1cc(=O)[nH]c(SCC(=O)Nc2ccc(F)c([N+](=O)[O-])c2)n1	5.5%	0.4%	11.7%	?	-0.6%	?
COc1ccc(F)c(CN2CCC(CO)(Cc3cccc(C(F)(F)F)c3)CC2)c1	5.6%	?	1.2%	3.0%	-0.6%	13.1%
COC(=O)C1=C(C)N(Cc2ccccc2)C(=O)N[C@H]1c1cccc(C(F)(F)F)c1	-4.1%[11.5 µM]	?	-0.7%	0.398µM*	-1.7%	?
CN(Cc1ccc(F)cc1)C(=O)c1cccc(S(=O)(=O)NCc2ccccc2)c1	.	?	1.7%	?	2.9%	-4.3%
CCOC(=O)C1(Cc2cccc(F)c2)CCN(C(=O)c2cscn2)CC1	2.7%	-3.2%	71.6%[activator]	3.0%	-2.6%	?
O=C(/C=C/c1ccccc1F)N1CCN(c2ccccn2)CC1	-7.9%	?	-12.8%	5.7%	-1.3%	-20.0%
O=C1NC2(CCCCCC2)N=C1c1ccc(F)cc1	-3.3%	.	22.6%	-6.7%	-1.6%	.

Compound activity as filed in PubChem BioAssay.
